Bioassay records deposited in PubChem by National Center for Advancing Translational Sciences (NCATS).
MCF10A rerep = DNA re-replication induction in MCF 10a cells; MCF 10A DNA re-replication, Hoechst nuclear intensity, 48 h; Potency, µM (highest dose often 46.1 µM), for the others: top-dose activity, positive = re-replication, actives largely listed as activators; 2.9% of 350,000 active; further: % of control where 0% means no effect; nearly all actives have a fitted effect of over 50% in size
ATXN2 expr inh = inhibitors of ATXN2 expression; AID 1745845; HEK-293 ATXN2-luciferase reporter, luminescence, 24 h; Potency, µM (series often up to 57 µM), for the others: top-dose activity change, negative = inhibition, actives largely listed as inhibitors; 0.72% of 360,000 active; further: on the % scale 0 is the no-effect control and ±100 the full control effect; nearly all actives have a fitted effect of over 55% in size
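qHTS (up to 57 uM final) was run with 24 h compound exposure of reporter cells at 37 °C. Each well was multiplexed: SteadyGlo luminescence measured ATXN2-luciferase expression after a fluorogenic Gly-Phe-AFC viability readout (25 uM final).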
Nrf2 inh = inhibitors of Nrf2 signaling; Potency, µM (highest dose often 46 µM), for the others: top-dose activity change, negative = inhibition, actives largely listed as inhibitors; 2.1% of 360,000 active; A549 ARE-Fluc reporter, luciferase luminescence, 18-24 h; further: on the % scale 0 is the no-effect control and ±100 the full control effect; nearly all actives have a fitted effect of over 60% in size
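Nrf2 activity is the BugLite luminescence, read 15 min after reagent at room temperature, following CellTiter-Fluor cytotoxicity readout (30 min, 37C). Compound titrations were applied for 18-24 h to 5000 A549 ARE_Fluc cells/well in 5% FBS OPTI-MEM.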
A549 tox = kills or reduces viability of A549 cells in Nrf2 counter-screen; AID 504648; A549 ARE-Fluc cells, CellTiter-Fluor viability, 18-24 h; 0.16% of 390,000 active; Potency, µM (titrated, usually from 46 µM), for inactives: at the top dose activity change, negative = cytotoxicity, actives largely listed as inhibitors; further: on the % scale 0 is the no-effect control and ±100 the full control effect
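Cytotoxicity counterscreen: CellTiter-Fluor fluorescence was measured in A549 ARE_Fluc cells after 18-24 h of compound exposure in a concentration series. The subsequent BugLite luminescent read reports ARE-luciferase activity.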
Nrf2 ARE act = Nrf2 pathway activation | AREc32 ARE-luciferase reporter (MCF7-derived line), luminescence, 24 h | Potency, µM (highest dose often 46.1 µM), for inactives: at the highest dose activation, usual class: activators | 0.31% of 410,000 active | AID 624171; further: % of control where 0% means no effect; nearly all actives have a fitted effect of over 65% in size
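Each well held 1000 AREc32 cells, which were incubated with compound for 24 hr at 37 deg C after overnight attachment, and ARE reporter activity was quantified by firefly luciferase luminescence.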
HepG2 tox = kills HepG2 cells in TGF-b inhibitor counter-screen. HepG2 CAGA-GFP viability, ATP luminescence, 18 h. Potency, µM (highest dose often 46.1 µM), without a hit: at the highest dose activity change, negative = cytotoxicity, usual class: cytotoxic. 0.76% of 410,000 active; further: some results filed as inactive show a strong effect at the top dose
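CellTiter-Glo luminescence gave cytotoxicity after 18 hours at 37 degrees C. The cells were HepG2 CAGA-GFP in 1% FBS DMEM, stimulated with 500 pg/mL TGF-beta after compound addition. %Activity was normalised to no-cell wells (complete cell-killing) and DMSO (no toxicity), and curves were fitted and classified.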
TGFb inhibitor = blocks TGF-b signaling; HepG2 CAGA-GFP TGF-b/SMAD3 reporter, GFP fluorescence, 18 h; TGF-beta stimulated, 500 pg/mL final; Potency, µM (titrated, usually from 46.1 µM), for inactives: top-dose activity, negative = inhibition, usual class: inhibitors; 1.2% of 410,000 active; further: on the % scale 0 is the no-effect control and ±100 the full control effect; nearly all actives have a fitted effect of over 65% in size
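Smad-responsive CAGA-GFP expression was quantified in HEPG2 cells exposed to compounds and 500 pg/mL final TGF-beta for 18 h at 37 degrees C; unstimulated wells defined full inhibition.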
EPAC2 antag = blocks human EPAC2 exchange factor | EPAC2 GEF exchange of Rap1B-BODIPY-GDP, fluorescence | Potency, µM (series often up to 114 µM), for the others: at the top dose activity, negative = inhibition, actives largely listed as inhibitors | 0.18% of 360,000 active; further: on the % scale 0 is the no-effect control and ±100 the full control effect; nearly all actives have a fitted effect of over 45% in size; many of its hits are not listed in these tables
Target sequence (Q8WZA2 whole entry, looked up): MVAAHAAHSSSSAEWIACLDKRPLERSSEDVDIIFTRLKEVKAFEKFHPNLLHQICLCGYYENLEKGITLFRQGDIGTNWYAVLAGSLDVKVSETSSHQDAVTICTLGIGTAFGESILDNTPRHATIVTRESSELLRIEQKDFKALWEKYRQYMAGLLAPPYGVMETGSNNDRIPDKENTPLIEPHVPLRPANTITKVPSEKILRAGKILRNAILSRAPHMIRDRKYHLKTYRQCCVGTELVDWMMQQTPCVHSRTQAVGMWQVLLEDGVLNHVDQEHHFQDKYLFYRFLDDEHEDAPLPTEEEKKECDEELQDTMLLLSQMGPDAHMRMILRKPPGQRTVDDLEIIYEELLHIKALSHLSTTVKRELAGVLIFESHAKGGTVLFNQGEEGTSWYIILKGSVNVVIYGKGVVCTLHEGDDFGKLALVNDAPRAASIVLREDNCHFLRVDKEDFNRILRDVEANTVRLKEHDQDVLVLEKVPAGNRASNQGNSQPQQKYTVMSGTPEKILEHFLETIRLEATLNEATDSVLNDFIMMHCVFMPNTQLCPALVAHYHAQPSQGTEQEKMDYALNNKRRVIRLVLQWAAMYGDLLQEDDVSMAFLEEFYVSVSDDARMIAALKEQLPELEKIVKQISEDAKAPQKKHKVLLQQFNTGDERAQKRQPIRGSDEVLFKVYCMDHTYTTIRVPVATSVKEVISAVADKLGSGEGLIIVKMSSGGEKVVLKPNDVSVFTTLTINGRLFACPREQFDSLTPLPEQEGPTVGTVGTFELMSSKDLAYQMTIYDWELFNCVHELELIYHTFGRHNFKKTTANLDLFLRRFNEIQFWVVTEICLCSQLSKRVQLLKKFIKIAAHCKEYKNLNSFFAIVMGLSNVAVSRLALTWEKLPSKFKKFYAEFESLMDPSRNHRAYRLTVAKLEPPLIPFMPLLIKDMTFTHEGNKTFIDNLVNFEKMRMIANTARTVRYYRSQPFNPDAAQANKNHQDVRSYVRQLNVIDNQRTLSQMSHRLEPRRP
S2 tox = reduces viability in counter-screen for ATXN expression inhibitors; S2 cells (HEK-293 line with an ATXN2-luciferase reporter) viability, CellTiter-Fluor protease fluorescence, 24 h; 0.49% of 400,000 active; Potency, µM (titrated, usually from 56.7 µM), usual class: cytotoxic; further: nearly all actives have a fitted effect of over 40% in size
An asterisk follows results filed as active; i = inactive; ? = inconclusive; · = no result given; [ ] = remark or other dose. The call rests on the fitted dose curve; in most records, active means well fitted curve in the direction sought with a large enough effect; inconclusive means small, poorly fitted or top-dose-only effect, or another doubt; inactive means no such curve, though single readings can be large; an effect the other way counts as inactive or inconclusive. Potency means the concentration at half of the fitted maximal effect. This is a subset, so the mix of outcomes need not match the whole.

SMILES | MCF10A rerep | ATXN2 expr inh | Nrf2 inh | A549 tox | Nrf2 ARE act | HepG2 tox | TGFb inhibitor | EPAC2 antag | S2 tox
Cc1ccc(C(=O)CCC2CCCC2=O)cc1 (stereo not drawn) | · | 32%[activator] | 16% | -13% | 0.2% | -2% | -7% | 5% | i
COc1cccc(NC(=O)C2CCN(c3ncccn3)CC2)c1 | 2% | -1% | 2% | · | 0.2% | -3% | 7% | 10% | i
COc1ccc(Nc2nc3cc(-c4ccccc4C)sc3c(=O)n2C)cc1OC | · | -12% | · | · | 1.0%[9.22 µM] | -8% | ? | -15% | ?
CCOC(=O)c1ccc(Oc2nc(NC(C)(C)C)nc(N(C)C)n2)cc1 | 16µM* | -33% | -26% | -1% | -0.6% | -16% | 5% | -12% | i
Cc1cc(C)cc(OCCNS(=O)(=O)c2cccs2)c1 | -28% | -8% | 5% | 3% | 5.8% | -9% | ? | -20% | i
CC(C)(C)OC(=O)N1CCC(C(=O)NCC2CCCO2)CC1 (stereo not drawn) | ? | -13% | -4% | 9% | 0.1% | -2% | -4% | -7% | i
COc1cc(CN2CCNC(=O)C2CC(=O)N(C)Cc2ncc[nH]2)cc(OC)c1 (stereo not drawn) | 0% | -7%[11.3 µM] | 9% | 1% | -0.2% | 1% | 25% | 14% | i
O=C(CNC(=O)C1COc2ccccc2O1)N/N=C/c1ccc([N+](=O)[O-])cc1 (stereo not drawn) | 9% | -14% | -5% | 3% | -0.5% | -13% | ? | 1% | i
O=C(CCNc1ccccc1)c1cccc([N+](=O)[O-])c1 | 3.7µM* | 3% | -6% | 1% | ? | -1% | -25% | 3% | i
O=C(Nc1ccccc1C(F)(F)F)c1ccc(CN2CCC(Cc3ccccc3)CC2)cc1 | 22% | -16% | 0% | -26% | 7.1% | -52% | ? | -1%[57.1 µM] | i
Cc1ccccc1CN1C(=O)C2(c3ccccc31)N(c1ccccc1)C(=O)CS2(=O)=O (stereo not drawn) | · | -7% | ? | 19% | -1.3% | -2% | 11% | · | i
COc1ccc(-n2nc([N+](=O)[O-])c(=NCc3ccco3)n2O)cc1 | -2% | 42%[activator] | ? | 2% | 15% | -9% | -3% | -6% | i
O=C(NCc1ccco1)C1CCCCC1 | 9% | 2% | -1% | 1% | -0.5% | -1% | 1% | 6% | i
C/C(=N\N)c1c(-c2ccccc2)c2cc(C)ccc2[nH]c1=O | 5% | · | -3% | 8% | -0.9% | -4% | ? | 2% | i
CC(=O)c1c(-c2ccccc2)c2cc([N+](=O)[O-])ccc2[nH]c1=O | 1% | · | -20% | -6% | -0.9% | 2% | -9% | ? | ?
CC1CCN(c2nc3c(N)ncnc3n2[C@@H]2O[C@H](CO)[C@@H](O)[C@H]2O)CC1 | -1% | 5% | 3% | 10% | -0.2% | -3% | -4% | 20% | i
O=C(CSc1nc2ccccc2[nH]1)Nc1nc(-c2cccc(Br)c2)cs1 | -14% | 4% | -10% | -2% | -0.8% | -22% | -5% | 0% | i
COc1ccc(/C=N/Nc2nc(C)cc(=O)[nH]2)cc1OC | ? | -4% | 0% | 6% | 1.9% | 2% | -1% | -7% | i
Cc1ccc([C@H]2C[C@H](n3cc(COC(=O)c4ccccc4)nn3)[C@@H](O)CN2Cc2cccs2)cc1 | · | -3% | · | · | 0.7% | -32% | -2% | -10% | i
COc1ccc(OCC(=O)NC2CCSc3ccccc32)cc1 (stereo not drawn) | 13% | 0% | -16% | 3% | -0.3% | 7% | 3% | -17% | i
O=C(CN1CCC(C(=O)c2ccc(F)cc2)CC1)NCc1ccccc1F | 0% | -27% | ? | 3% | 0.2% | -3% | -20% | 2% | i
CCOC(=O)/C(C#N)=N/Nc1ccccc1C(=O)O | 6% | 7% | 8% | -8% | 0.3% | -2% | -15% | 3% | i
C[C@@H](C(=O)NCCc1c[nH]c2ccccc12)[C@H]1C[C@]1(C)[C@H](NC(=O)OCc1ccccc1)c1ccccc1 | -4% | ? | ? | -8% | 0.1% | -13% | ? | -3% | ?
CCN(CC)C(=O)c1ccc(-c2nnc(Nc3ccc(O)cc3)c3ccccc23)cc1 | -3% | · | ? | -1% | -0.9% | 0% | -12% | -16% | i
CN(C(=O)OCc1ccccc1)C(CC(N)=O)C(=O)O (stereo not drawn) | -6% | 4% | 0% | 1% | -0.7% | 3% | 17% | 0% | i
CCCC(=O)N1c2ncnn2C2(CCCCC2)[C@@H]2CCCC[C@@H]21 | · | -15% | -12% | 2% | 0.0% | 0% | 1% | · | i
Cc1c(C(=O)N2CCC(C)CC2)sc2ncnc(N3CCN(c4ccccc4)CC3)c12 | 8% | 25% | 16% | 2% | 1.3% | -9% | -7% | -3% | i
CCOc1ccc(NS(=O)(=O)c2cccs2)cc1S(=O)(=O)N1CCCC1 | · | · | · | · | 0.2% | -15% | 0% | 2% | i
COc1ccc(CCN2CC(C(=O)NCCc3cccc(F)c3)CCC2=O)cc1 (stereo not drawn) | 6% | 2% | -3% | 6% | 0.3% | -12% | -4% | 18% | i
CCCCCCCC(=O)NC(Nc1ccccc1OC)C(Cl)(Cl)Cl (stereo not drawn) | ? | -9% | -23% | 8% | 3.9% | -12% | ? | -18% | i
CCOc1cc(C#N)ccc1OCC(=O)N1CCN(C(=O)c2cccs2)CC1 | -6% | 18% | 0% | 0% | -0.8% | -16% | -5% | 3% | i
Cc1cc2c(c(C)c1Cl)C(c1ccc3c(c1)OCO3)CC(O)(c1ccccc1)O2 (stereo not drawn) | · | · | ? | -18% | · | 18µM* | 20µM* | · | ·
CCOC(=O)c1ccc(NS(=O)C23CC4CC(CC(C4)C2)C3)cc1 (stereo not drawn) | ? | 5% | 15% | -3% | 0.1% | -26% | 3% | 6% | i
COc1ccc(N2CCc3c(C)nc(SC)nc32)cc1 | ? | -10% | ? | -11% | -0.8% | -28% | -40% | -4% | i
CC(OC(=O)c1ccc(C#N)cc1)C(=O)Nc1ccc(Cl)cn1 (stereo not drawn) | ? | -36% | -4% | 5% | 2.4% | 30% | -4% | -10% | i
COc1ccc(/C=N/NC(=O)c2nc(-c3ccccc3)cc(-c3ccccc3)n2)cc1O | 40% | 1% | ? | -20% | 0.1% | -14% | ? | 11% | i
CCc1ccc2oc(-c3cccc(NC(=O)C(C)(C)Oc4ccc(Br)cc4)c3)nc2c1 | · | 84%[activator] | ? | 8% | -0.8% | -1% | 12% | · | i
Cc1ccc(C(=O)CCCn2nnc(-c3cccnc3)n2)cc1C | -17% | -4% | -22% | 0% | 0.1% | 9% | 1% | 1% | i
O=C(COc1ccc(F)cc1)N1CCC(Cc2ccccc2)CC1 | -19% | 17% | 12% | 3% | 0.0% | -11% | -3% | -14% | ?
Cc1ccc(/C(O)=C2/C(=O)C(=O)N(CCN3CCOCC3)C2c2cccnc2)cc1 (stereo not drawn) | -7% | -4% | 8% | 0% | 2.1% | 2% | -11% | 18% | i
O=C(Nc1ccc(N2CCCC2)cc1)c1cc([N+](=O)[O-])ccc1N1CCOCC1 | ? | -16% | ? | -14% | 0.1% | -45% | -20% | -7% | i
Cc1noc(C)c1NC(=O)N(C)C[C@H]1OCc2cnnn2CCCC(=O)N([C@H](C)CO)C[C@H]1C | · | 3% | · | · | -0.5% | 0% | 4% | 9% | i
Cn1c(=O)c2c(ncn2CCc2ccccc2)n(C)c1=O | 0% | · | 11% | 8% | 11% | -4% | -4% | -10% | i
Cc1ccc(S(=O)(=O)N(C)C[C@@H]2OCc3cnnn3CCCC(=O)N([C@H](C)CO)C[C@@H]2C)cc1 | · | 4% | · | · | 0.0% | 2% | 2% | 7% | i
COCCCNC(=S)N1CCN(c2nc(-c3ccc(Cl)cc3)cs2)CC1 | · | · | · | · | 2.8% | -34% | -20% | 0% | i
O=C(CCNC(=O)OCc1ccccc1)NC1CCCCCC1 | 2% | -14% | 6% | 6% | -1.2%[9.22 µM] | -8% | ? | -3% | i
CC(Oc1ccccc1)C(=O)N1CCC2(CC1)CC(=O)c1ccccc1O2 (stereo not drawn) | 5% | -7% | -22% | -3% | 0.3% | -21% | ? | 0% | i
O=C(NCCCc1nc2ccccc2n1CCOc1ccccc1)C1CCCCC1 | · | · | -4% | -1% | · | 0% | 0% | · | ·

By substructure: those above containing two or more sulfur atoms
SMILES | MCF10A rerep | ATXN2 expr inh | Nrf2 inh | A549 tox | Nrf2 ARE act | HepG2 tox | TGFb inhibitor | EPAC2 antag | S2 tox
Cc1cc(C)cc(OCCNS(=O)(=O)c2cccs2)c1 | -28% | -8% | 5% | 3% | 5.8% | -9% | ? | -20% | i
O=C(CSc1nc2ccccc2[nH]1)Nc1nc(-c2cccc(Br)c2)cs1 | -14% | 4% | -10% | -2% | -0.8% | -22% | -5% | 0% | i
CCOc1ccc(NS(=O)(=O)c2cccs2)cc1S(=O)(=O)N1CCCC1 | · | · | · | · | 0.2% | -15% | 0% | 2% | i
COCCCNC(=S)N1CCN(c2nc(-c3ccc(Cl)cc3)cs2)CC1 | · | · | · | · | 2.8% | -34% | -20% | 0% | i

(listing goes on)
SMILES | MCF10A rerep | ATXN2 expr inh | Nrf2 inh | A549 tox | Nrf2 ARE act | HepG2 tox | TGFb inhibitor | EPAC2 antag | S2 tox
CCOC(=O)C(C)Sc1nnc(Cc2cc(=O)[nH]c(=O)[nH]2)n1-c1ccc(OCC)cc1 (stereo not drawn) | -4% | 6% | -10% | -2% | -1.4% | 9% | -5% | 1% | i
CC(C)C(=O)Nc1nc2c(s1)CC(C(C)(C)C)CC2 (stereo not drawn) | · | 56%[activator] | ? | -5% | 9.0% | -30% | 35%[activator] | · | i
Cc1ccc(CSc2ncn(-c3ccccc3)n2)cc1 | -3% | 56%[activator] | 22% | 20% | 1.0% | -26% | -3% | -3% | i
COCCNC(=O)CCn1c(=O)c2cc(OC)c(OC)cc2n(CC(=O)Nc2ccccc2OC)c1=O | · | 6% | 7%[9.27 µM] | -14% | -0.8% | -10% | 0% | · | i
O=C1C2C3C=CC(O3)C2C(=O)N1N=Cc1cccc2ccccc12 (stereo not drawn) | 2% | 71%[activator] | ? | 4% | 4.8% | 3% | 20% | -6% | i
COc1ccc(O)c(C(=O)c2cnn(C(=O)c3cccc(S(=O)(=O)N(C)C)c3)c2)c1 | -15% | 5% | -5% | 0% | 0.2% | -23% | -7% | 3% | i
